NR1D1 modulator: modulators of Rev-erb alpha DNA binding, primary screen, biochemical, FITC-DNA, fluorescence polarization, uHTS. 370,000 tested, 0.79% active. activity, % at 10 µM. Nuclear receptor subfamily 1 group D member 1 (Homo sapiens), P20393. Rev-erbα–FITC-DNA binding, 90 min;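 active means activity above about 14%, limit read from the data; passing the limit was not always enough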;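 further: 0% = DMSO wells with 35 nM protein and 100% = DMSO wells with 750 nM protein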
mABHD4 FP: ABHD4 inhibitors, primary screen, biochemical, fluorescence polarization, mouse; (Lyso)-N-acylphosphatidylethanolamine lipase (Mus musculus), Q8VD66; purified mABHD4, FP-Rh probe fluorescence polarization; inhibition, % at 8.92 µM; 370,000 tested, 0.54% active;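 active means inhibition exceeding the mean over every tested compound plus 3 SD, cut at about 30% in these data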;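 further: 0% = plate median of compound wells and 100% = S159A mutant with DMSO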
Target sequence (Q8VD66 whole entry, looked up): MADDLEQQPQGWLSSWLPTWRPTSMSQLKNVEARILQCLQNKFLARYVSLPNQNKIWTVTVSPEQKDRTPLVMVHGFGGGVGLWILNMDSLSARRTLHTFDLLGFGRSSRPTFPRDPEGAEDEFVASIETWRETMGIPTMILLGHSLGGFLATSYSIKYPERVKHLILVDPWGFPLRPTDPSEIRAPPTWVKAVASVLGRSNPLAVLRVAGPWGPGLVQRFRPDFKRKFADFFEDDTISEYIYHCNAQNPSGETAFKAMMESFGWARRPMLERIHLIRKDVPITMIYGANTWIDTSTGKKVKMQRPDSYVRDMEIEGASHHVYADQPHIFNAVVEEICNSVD
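Test system: mABHD4 protein | Buffer or medium: HEPES pH 7.0 buffer, 150 mM NaCl, 0.01% Pluronic F-127 | Probe or stimulus: FP-Rh fluorescent activity-based probe, added after compound pre-incubation | Timing: Pre-incubation 45 min, probe exposure 60 min, at 25 °C | Technique: Fluorescence polarization, excitation 525 nm, emission 598 nm, BODIPY TMR filters | Repeats: Single well per compound (singlicate)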
PRMT1 FP inh: PRMT1 methyltransferase inhibitors, primary screen, biochemical, fluorescence polarization; recombinant PRMT1, activity-based probe fluorescence polarization; Protein arginine N-methyltransferase 1 (Homo sapiens), Q99873; AID 652257, 2013; inhibition, % at 2.79 µM; 370,000 tested, 1.3% active;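 active means inhibition above about 21% made by adding two undisclosed values, limit read from the data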
MBD2 inh: inhibitors of MBD2 binding to methylated DNA, primary screen, biochemical, TR-FRET, DNA-binding domain, human | Methyl-CpG-binding domain protein 2 (Homo sapiens), Q9UBB5 | MBD2 binding to methylated oligonucleotide | inhibition, % at 4.4 µM | 370,000 tested, 0.31% active | AID 686964, 2013; in the data active means inhibition above about 13%
TCR CD3 inh: inhibitors of human TCR-CD3 interaction, primary screen, biochemical, fluorescence, TAMRA-labeled TCR probe; inhibition, % at 9.4 µM; 360,000 tested, 0.37% active; AID 651800, 2012; in the data active means inhibition above about 19%;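 further: recombinant mutant TCR 2C K166C tagged with TAMRA read by polarization; 0% = receptor in buffer alone and 100% = receptor with positive control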
UHRF1 MBD2 ctr: UHRF1 methylated DNA binding inhibitors, primary screen, counter-screen for MBD2 inhibitor project, biochemical, TR-FRET, human UHRF1, single concentration; UHRF1 binding to methylated oligo; inhibition, % at 4.4 µM; E3 ubiquitin-protein ligase UHRF1 (Homo sapiens), Q96T88; AID 687016, 2013; 370,000 tested, 0.75% active; in the data active means inhibition above about 21%;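 further: UHRF1 SRA domain binding a hemimethylated CpG hairpin DNA probe; 0% = median of test compound wells and 100% = reference inhibitor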
LEDGF integ inh: blockers of LEDGF/p75-dependent integrase strand transfer – biochemical, TR-FRET, high throughput, primary screen; HIV-1 integrase (with human LEDGF/p75); TR-FRET IN-LEDGF/p75 DNA integration, Eu/Cy5; inhibition, % at 3.7 µM; 370,000 tested, 0.64% active; AID 743269, 2014;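 active means inhibition above the screen-wide mean plus 3 SD, cut at about 13% in these data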;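 further: signal is the Cy5 over europium emission ratio at 671 and 618 nm; 0% = plate median of compound wells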
HTRA1 inh: HTRA1 serine protease inhibitors, primary screen, biochemical, fluorescence polarization, HTS; Q92743; recombinant HTRA1, FP-rhodamine activity-based probe; inhibition, % at 5.96 µM; 340,000 tested, 0.5% active; AID 504803, 2011; in the data active means inhibition above about 36%;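 further: 0% = enzyme with DMSO and 100% = wells lacking enzyme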
Target sequence (Q92743 whole entry, looked up): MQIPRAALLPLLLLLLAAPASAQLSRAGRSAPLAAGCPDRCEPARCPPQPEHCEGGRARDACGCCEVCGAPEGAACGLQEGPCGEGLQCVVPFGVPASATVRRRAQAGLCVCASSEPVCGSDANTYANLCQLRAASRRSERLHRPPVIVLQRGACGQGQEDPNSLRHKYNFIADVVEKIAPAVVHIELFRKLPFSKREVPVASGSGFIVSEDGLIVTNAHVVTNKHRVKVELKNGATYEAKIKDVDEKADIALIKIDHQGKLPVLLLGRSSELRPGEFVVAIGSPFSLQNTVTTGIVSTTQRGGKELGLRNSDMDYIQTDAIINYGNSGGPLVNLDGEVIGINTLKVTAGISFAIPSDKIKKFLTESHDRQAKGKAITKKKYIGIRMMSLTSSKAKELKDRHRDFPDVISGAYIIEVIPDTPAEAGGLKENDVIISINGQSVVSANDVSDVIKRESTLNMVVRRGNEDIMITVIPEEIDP
PG9 binder: binders of HIV-1 gp120 antibody PG9, primary screen, biochemical, TR-FRET | HIV-1 gp120 / PG9 antibody interaction | TR-FRET gp120-PG9 antibody binding | inhibition, % at 6.7 µM | 360,000 tested, 0.43% active; in the data active means inhibition above about 8.5%
rCAG RNA binder: binders of r(CAG) RNA repeats, primary screen, biochemical, fluorescence | r(CAG) RNA repeat, TO-PRO-1 dye displacement fluorescence | inhibition, % at 3 µM | 370,000 tested, 1.3% active;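 active means inhibition above the plate cutoff, the mean of all test compounds on that plate plus 3 SD, cut at about 35% in these data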;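 further: 0% = DMSO alone and 100% = 100 µM mitoxantrone as full dye displacement; higher means more dye released from RNA so lower well fluorescence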
Starred values were filed as active, the others as inactive; x = not tested or not shown. Only part of the results is shown; rates above refer to the full screens.

1. COc1ccccc1NC(=O)/C=C/C(N)=O
2. C[C@@H]1COC(=O)[C@H](CC(=O)OC(C)(C)C)C/C=C\C[C@@H](CC(=O)NCCO)C(=O)N1
3. Cc1ccc(C(C(=O)NC2CCCCC2)N2CCC3(CC2)OCCO3)cc1 (stereo not given)
4. Cn1cc(/C=N/n2cnc3sc4c(c3c2=O)CCCC4)c2ccccc21
5. O=[N+]([O-])c1ccc(-c2c(-c3ccccc3)ncc3ccc(F)cc23)cc1
6. COc1cccc(CNC(=O)Cn2ncn3cccc3c2=O)c1OC
7. O=C(CCCN1C(=O)CCC1=O)Nc1cccc(C(F)(F)F)c1
8. Cc1cc(C)c(C#N)c(SCCN2CCCCC2)n1
9. O=C(CSc1nc2ccc(Cl)cc2[nH]1)NC1CCCC1
10. O=C(CSc1n[nH]c(-c2cccnc2)n1)Nc1ccc(Br)cc1
Screen / compound no.	1	2	3	4	5	6	7	8	9	10
NR1D1 modulator	-10	0	-2	-3	-1	-6	1	4	2	-9
mABHD4 FP	-9	1	1	-2	-14	1	5	7	-3	-21
PRMT1 FP inh	62*	-2	-1	-1	1	-3	0	-5	1	-4
MBD2 inh	2	1	1	-5	6	-4	-1	2	-3	3
TCR CD3 inh	-2	0	4	2	0	2	-1	7	8	-3
UHRF1 MBD2 ctr	-4	-2	3	-1	-3	0	-2	0	12	3
LEDGF integ inh	2	1	2	5	-2	0	1	6	5	6
HTRA1 inh	1	9	5	6	-17	9	2	1	-7	6
PG9 binder	0.1	-1.9	0.3	-0.2	-0.9	-1.3	-2.7	0.7	-2.5	-2.1
rCAG RNA binder	2	-5	-8	6	5	3	-4	-1	0	4

11. O=C(COc1ccc(Br)cc1Cl)N1CCN(c2ccccn2)CC1
12. O=C(NNC(=S)Nc1ccc(F)cc1)C1CC1c1ccc(Cl)cc1 (stereo not given)
13. CCCCn1c(N)c(N(CCOC)C(=O)CCCc2nc3ccccc3s2)c(=O)[nH]c1=O
14. Cc1ccc(NC(=O)COC(=O)c2cccnc2Cl)cc1S(=O)(=O)N1CCCCC1
15. O=C(COC(=O)c1ccc(S(=O)(=O)N2CCCC2)cc1)NCc1ccco1
16. CC(=O)NC1C(Oc2ccc3c(C)cc(=O)oc3c2)OC(COC(C)=O)C(OC(C)=O)C1OC(C)=O (stereo not given)
17. COc1cccc(C2CC(c3ccc(Cl)cc3)Nc3nc(N)nn32)c1 (stereo not given)
18. Cc1ccc(NC(=O)Nc2ccc3c(c2)C(=O)OC3)cc1Cl
19. CC(C)(C)C(=O)Nc1ccccc1C(=O)NCc1cccnc1
20. COc1ccc(C(=O)OCC(=O)Nc2ccc(Cl)c(C(F)(F)F)c2)c(OC)c1OC
Screen / compound no.	11	12	13	14	15	16	17	18	19	20
NR1D1 modulator	-4	1	3	-6	-3	-3	-1	7	-7	2
mABHD4 FP	-9	-1	8	-7	2	3	1	-2	3	-24
PRMT1 FP inh	2	2	7	7	1	-1	-2	-1	3	0
MBD2 inh	3	3	8	9	1	2	-3	-1	3	2
TCR CD3 inh	1	-2	-3	-13	4	4	0	7	-8	2
UHRF1 MBD2 ctr	2	-1	0	5	-2	0	-2	0	5	-2
LEDGF integ inh	4	0	-2	1	2	-3	2	-4	0	-3
HTRA1 inh	-7	-7	-3	32	1	0	12	x	-6	32
PG9 binder	-1.8	-0.8	0.9	-1.5	-0.7	-0.1	-2.0	-1.0	-0.3	-1.9
rCAG RNA binder	-3	12	-5	2	3	0	0	5	-6	-1

Part of the list above, limited to rCAG RNA binder.
| entry | Compound | rCAG RNA binder |
| --- | --- | --- |
| 11 | O=C(COc1ccc(Br)cc1Cl)N1CCN(c2ccccn2)CC1 | -3 |
| 12 | O=C(NNC(=S)Nc1ccc(F)cc1)C1CC1c1ccc(Cl)cc1 (stereo not given) | 12 |
| 13 | CCCCn1c(N)c(N(CCOC)C(=O)CCCc2nc3ccccc3s2)c(=O)[nH]c1=O | -5 |

Continued:
21. Cc1ccc(OCC(=O)Nc2ccc3c(c2)nc(CCN2CCCCC2)n3C)cc1
22. COc1cccc(OC)c1-c1nn(-c2ncc(C(F)(F)F)cc2Cl)c(=O)o1
23. O=C(Nc1ccc(Cl)c(S(=O)(=O)N2CCOCC2)c1)c1cc(=O)[nH]c2ccccc12
24. Cc1ccccc1Cn1ccc(NC(=O)c2nc3ncccn3n2)n1
25. Nc1nc(CSC(=S)N2CCN(c3ccccc3)CC2)nc(Nc2ccc(F)cc2)n1
26. CC1=CN2C(=N)/C(=C/c3ccc([N+](=O)[O-])o3)C(=O)N=C2S1
27. O=C1C(=Cc2cccs2)CCc2ccccc21
28. O=C(c1cccc(Oc2ccc([N+](=O)[O-])cc2Cl)c1)N1CCOCC1
29. C=Cc1ccc(Cn2c(C)c(C(=O)NCc3cccc([N+](=O)[O-])c3)sc2=O)cc1
30. O=C(CN(Cc1ccccc1)S(=O)(=O)c1ccccc1)N1CCOCC1
Screen / compound no.	21	22	23	24	25	26	27	28	29	30
NR1D1 modulator	-3	3	-5	-6	3	3	2	-1	-1	0
mABHD4 FP	8	-8	-2	2	-1	14	1	-1	-15	-1
PRMT1 FP inh	-1	-5	-2	-3	-1	21	-1	-7	-8	-1
MBD2 inh	-4	-2	-8	2	-4	3	-2	-5	6	3
TCR CD3 inh	3	-2	-2	7	-1	72*	6	-2	-3	3
UHRF1 MBD2 ctr	-1	2	-4	-3	2	8	-1	-2	0	0
LEDGF integ inh	-1	6	2	1	1	18*	5	4	2	-2
HTRA1 inh	-1	-5	-6	2	-33	19	x	3	x	6
PG9 binder	-0.6	-1.7	1.1	0.0	-0.2	-4.3	0.1	-1.9	-1.7	-1.4
rCAG RNA binder	-4	-2	9	-4	2	53*	3	-3	3	-6

31. COc1cccc(C2NC(=O)NC(C)=C2C(=O)OCC2CCCCC2)c1 (stereo not given)
32. CCC(C)(C)n1nnnc1C(c1ccc2ncccc2c1)N1CCN(Cc2ccc3c(c2)OCO3)CC1 (stereo not given)
33. CCc1c(Nc2ccccc2C)nc(N)[nH]c1=O
34. Cc1ccc(N(CC(=O)NCc2cccnc2)S(C)(=O)=O)cc1C
35. Cn1c(N/N=C\c2cccc(O)c2)cc(=O)n(C)c1=O
36. O=C(NC(Cc1c[nH]c2ccccc12)C(=O)OCC(=O)c1cccc2ccccc12)c1cccs1 (stereo not given)
37. CC(C)=CCC/C(C)=C/CNC(=O)C[C@H]1C[C@H](C(=O)N2CCCCC2)[C@@]2(C)c3[nH]c4ccc(Cl)cc4c3CCN2C1=O
38. CCOCc1nnc(NC(=O)COC)s1
39. CCC(=O)Nc1sc(C(=O)N2CCCCC2)c(C)c1C#N
40. C/C(=N\NC(=O)c1ccc([N+](=O)[O-])cc1)c1cc2ccccc2oc1=O
Screen / compound no.	31	32	33	34	35	36	37	38	39	40
NR1D1 modulator	2	3	-12	-1	-3	2	3	-5	-2	3
mABHD4 FP	-2	2	-9	-2	6	-48	6	3	4	9
PRMT1 FP inh	0	2	-3	-1	-1	50*	0	4	0	-1
MBD2 inh	-6	4	0	5	-6	0	0	0	0	0
TCR CD3 inh	8	-10	4	-7	10	1	-2	0	5	6
UHRF1 MBD2 ctr	-1	1	-1	6	-2	0	1	0	0	-7
LEDGF integ inh	5	-4	2	-1	1	1	-4	0	2	-7
HTRA1 inh	3	-3	8	5	-3	-44	1	-1	14	6
PG9 binder	-2.8	1.4	-1.6	0.5	-1.0	-1.2	1.4	-0.7	-0.5	-2.1
rCAG RNA binder	0	-5	-1	5	2	21	-1	-2	-5	10

41. COC(CNC(=O)C1CCN(S(=O)(=O)c2ccc3nc4c(c(C(=O)O)c3c2)CC(C)CC4)CC1)OC (stereo not given)
42. CCCN(Cc1nnc(-c2cccs2)o1)C(=O)c1cccc(S(=O)(=O)N2CCOCC2)c1
43. CC(C)Cn1c(=S)[nH]c2cc(C(=O)O)ccc2c1=O
44. COc1cc(S(=O)(=O)NCCN2CCOCC2)c(OC)cc1Cl
45. CCc1ccc2nc(SCC(=O)Nc3nnc(C)s3)c(C)cc2c1
46. CCS(=O)(=O)c1ccc(S(=O)(=O)CC)s1
47. C=CCOc1nc2sc(C)c(C)c2c(=O)n1-c1ccccc1
48. O=C(Cc1ccc(F)cc1)NCC1CCCO1 (stereo not given)
Screen / compound no.	41	42	43	44	45	46	47	48
NR1D1 modulator	1	5	-3	-6	19	2	6	2
mABHD4 FP	16	1	1	-7	-4	1	1	-4
PRMT1 FP inh	7	-1	-6	2	-4	-1	3	-6
MBD2 inh	-2	1	-4	-2	3	3	3	-2
TCR CD3 inh	3	5	5	-3	5	6	0	5
UHRF1 MBD2 ctr	-1	0	-1	3	-3	-1	2	-2
LEDGF integ inh	1	0	3	0	0	1	-3	1
HTRA1 inh	1	0	2	7	-9	-3	6	-2
PG9 binder	0.6	0.5	0.6	-0.2	2.3	3.4	-0.5	-1.3
rCAG RNA binder	27	-3	0	1	-1	5	-6	-4

Reprinted: compounds 1 to 2
1. COc1ccccc1NC(=O)/C=C/C(N)=O
2. C[C@@H]1COC(=O)[C@H](CC(=O)OC(C)(C)C)C/C=C\C[C@@H](CC(=O)NCCO)C(=O)N1
Screen / compound no.	1	2
NR1D1 modulator	-10	0
mABHD4 FP	-9	1
PRMT1 FP inh	62*	-2
MBD2 inh	2	1
TCR CD3 inh	-2	0
UHRF1 MBD2 ctr	-4	-2
LEDGF integ inh	2	1
HTRA1 inh	1	9
PG9 binder	0.1	-1.9
rCAG RNA binder	2	-5

From PubChem BioAssay
